# Source: PubChem BioAssay (National Center for Advancing Translational Sciences (NCATS))
# GCN5L2 inh = inhibitors of human GCN5L2 histone acetyltransferase; GCN5L2 HAT assay, ThioGlo1 CoA-SH fluorescence; Potency, µM (top dose mostly 58.9 µM), for the others: top-dose activity change, negative = inhibition, actives largely listed as inhibitors; 0.21% of 390,000 active
# Target sequence (Q92830 whole entry, looked up): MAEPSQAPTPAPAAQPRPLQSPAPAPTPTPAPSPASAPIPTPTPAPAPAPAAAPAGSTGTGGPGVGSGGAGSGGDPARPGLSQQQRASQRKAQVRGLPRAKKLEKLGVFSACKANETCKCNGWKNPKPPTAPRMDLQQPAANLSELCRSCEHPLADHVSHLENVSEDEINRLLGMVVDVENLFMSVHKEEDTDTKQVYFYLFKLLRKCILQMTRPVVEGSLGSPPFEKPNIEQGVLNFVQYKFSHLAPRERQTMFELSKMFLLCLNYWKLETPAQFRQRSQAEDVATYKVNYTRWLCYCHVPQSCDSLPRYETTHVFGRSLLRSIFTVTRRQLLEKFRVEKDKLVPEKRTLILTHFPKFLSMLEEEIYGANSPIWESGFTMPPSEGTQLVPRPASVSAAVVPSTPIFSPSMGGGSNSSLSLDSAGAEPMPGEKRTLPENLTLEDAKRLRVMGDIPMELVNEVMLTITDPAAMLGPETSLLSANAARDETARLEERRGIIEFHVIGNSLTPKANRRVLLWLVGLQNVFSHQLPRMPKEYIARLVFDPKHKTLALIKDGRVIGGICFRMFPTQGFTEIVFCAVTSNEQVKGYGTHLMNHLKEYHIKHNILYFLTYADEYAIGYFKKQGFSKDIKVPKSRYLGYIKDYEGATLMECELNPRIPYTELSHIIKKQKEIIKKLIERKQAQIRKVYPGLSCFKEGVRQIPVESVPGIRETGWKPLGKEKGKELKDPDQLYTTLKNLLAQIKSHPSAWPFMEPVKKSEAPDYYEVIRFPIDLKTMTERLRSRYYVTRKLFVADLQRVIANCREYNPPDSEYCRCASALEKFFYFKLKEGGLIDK
#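 Compounds, pin-transferred from DMSO stocks, meet 20nM GCN5L2 for 15 min before the reaction begins with H3(1-25) peptide (75uM) and acetyl-CoA (70uM). Thiol-reactive ThioGlo1 reports CoA release over 20 min at room temperature.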
# TDP1 cell noCPT = qHTS for Inhibitors of human tyrosyl-DNA phosphodiesterase 1 (TDP1): qHTS in cells in absence of CPT. Potency, µM (titrated, usually from 46.2 µM), for the others: top-dose activity change, negative = growth inhibition, hits mostly inhibitors. 15% of 420,000 active. AID 686978, 2013. DT40 Tdp1-/- hTDP1 cells, no CPT, ATP luminescence, 48 h; also: nearly all actives have a fitted effect of over 55% in size
#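 Readout: luminescence from CellTiter-Glo after 30 min in the dark at RT. Cells: DT40 Tdp1-/- with stable hTDP1, 400/well. Exposure: compounds alone, ≥48 hr, 37 °C.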
# TDP1 cell CPT = growth inhibition of DT40 Tdp1-/-;hTDP1 cells with camptothecin (screen for TDP1 inhibitors); chicken DT40 Tdp1-/-;hTDP1 cells + 20 nM CPT, ATP luminescence, 48 h; Potency, µM (series often up to 46.2 µM), without a hit: at the highest dose activity change, negative = growth inhibition, hits mostly inhibitors; 12% of 420,000 active; AID 686979; also: nearly all actives have a fitted effect of over 55% in size
#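 Chicken DT40 Tdp1-/- cells complemented with human TDP1, 400 cells/well, exposed to compounds plus 20 nM camptothecin for at least 48 h at 37 C; viability read as ATP content by CellTiter-Glo luminescence.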
# * marks the source's active call; other numbers are inactive results; ? = inconclusive; . = not tested or not shown; [ ] = another dose, or the depositor's remark. Calls follow the shape of the dose curve; as a rule, active = well fitted curve in the direction sought with a large enough effect; inconclusive = small, poorly fitted or top-dose-only effect, or another doubt; inactive = no such curve, though single readings can be large; an effect the other way counts as inactive or inconclusive. % is scaled to controls: 0 for no effect and ±100 for the full control effect; potency is read from the fitted curve at half-maximal effect.
# A first look, 4 compounds:
canonical_smiles | GCN5L2 inh | TDP1 cell noCPT | TDP1 cell CPT
O=C(C[C@@H]1C/C=C/CC[C@@H](Cc2ccc(F)cc2)C(=O)O[C@H](c2ccccc2)CNC1=O)NCCO | -5% | ? | ?
COc1ccccc1OC(C)C(=O)Nc1cccc(-c2nc3ccccc3s2)c1 (configuration not stated) | -17% | 12µM* | 21µM*
CCC(C)[C@H](NC(=O)NC1CC1)C(=O)O (some centres not stated) | -1% | -1% | -3%
Cc1nc(-c2ccccc2O)n(S(=O)(=O)N(C)C)n1 | 1% | -19% | -19%

# Results, repeating the preview:
canonical_smiles | GCN5L2 inh | TDP1 cell noCPT | TDP1 cell CPT
O=C(C[C@@H]1C/C=C/CC[C@@H](Cc2ccc(F)cc2)C(=O)O[C@H](c2ccccc2)CNC1=O)NCCO | -5% | ? | ?
COc1ccccc1OC(C)C(=O)Nc1cccc(-c2nc3ccccc3s2)c1 (configuration not stated) | -17% | 12µM* | 21µM*
CCC(C)[C@H](NC(=O)NC1CC1)C(=O)O (some centres not stated) | -1% | -1% | -3%
Cc1nc(-c2ccccc2O)n(S(=O)(=O)N(C)C)n1 | 1% | -19% | -19%
CC(C)(C)C1CCC(OC(=O)CCC(=O)Nc2ccccc2)CC1 (configuration not stated) | -6% | -3% | -2%
COc1ccccc1C(CNC(=O)c1ccc(NS(=O)(=O)c2ccc(C(C)=O)cc2)cc1)N1CCCC1 (configuration not stated) | . | -4% | 1%
COc1ccc(NC(=O)CSc2nccc(C)n2)cc1 | 1% | -23% | -23%
CC(=O)c1cccc(NC(=O)CN(Cc2ccccc2)S(C)(=O)=O)c1 | -2% | -20% | -9%
Cc1cccc(-c2nnc(SCC3CNC(=O)O3)n2-c2ccc(Cl)cc2)c1 (configuration not stated) | 3% | ? | ?
COc1ccc(-c2ccc(OC(=O)NC3CCS(=O)(=O)C3)cc2)cc1 (configuration not stated) | -1% | 8.2µM* | ?
COc1ccc(C(C(C(=O)c2ccco2)N2CCOCC2)N2CCOCC2)cc1 (configuration not stated) | -13% | -27% | -24%
CC(=O)Nc1ccc(S(=O)(=O)NCCC(=O)OC(C)C(=O)c2ccc(C)cc2)cc1 (configuration not stated) | -14% | -29% | ?

# Exported with each value named: part of the list above.
COc1ccc(NC(=O)CSc2nccc(C)n2)cc1
  GCN5L2 inh = 1% | TDP1 cell noCPT = -23% | TDP1 cell CPT = -23%
Cc1nc(-c2ccccc2O)n(S(=O)(=O)N(C)C)n1
  GCN5L2 inh = 1% | TDP1 cell noCPT = -19% | TDP1 cell CPT = -19%
COc1ccccc1C(CNC(=O)c1ccc(NS(=O)(=O)c2ccc(C(C)=O)cc2)cc1)N1CCCC1 (configuration not stated)
  GCN5L2 inh = . | TDP1 cell noCPT = -4% | TDP1 cell CPT = 1%

# (more compounds)
canonical_smiles | GCN5L2 inh | TDP1 cell noCPT | TDP1 cell CPT
COC(=O)c1sc(N)c(C(=O)OC)c1COC(=O)C1CC(=O)N(Cc2ccco2)C1 (configuration not stated) | -8% | -27% | -27%
O=C(c1cccc(F)c1)N1CCN(S(=O)(=O)Cc2ccccc2)CC1 | -2% | 13% | -4%
CC(C)CCN(C(=O)Cc1ccccc1F)c1c(N)n(Cc2ccccc2)c(=O)[nH]c1=O | -5% | -4% | -29%
CCOCc1c(C(=O)Nc2ccc(OC)nc2)oc2ccccc12 | -4% | 18µM* | -23%
O=C(O)c1cc(S(=O)(=O)Nc2cccc(S(=O)(=O)N3CCCC3)c2)ccc1Cl | 1% | -3% | -26%
COC(=O)CC1Sc2ccccc2NC1=O (configuration not stated) | 2% | -11% | -1%
COCCCNC(NC(=O)c1ccc(C)cc1)C(Cl)(Cl)Cl (configuration not stated) | -1% | 15µM* | ?
Cc1cc(NC(=O)c2sc(Nc3ccc(F)cc3)nc2N)no1 | 2% | ? | ?
CC1=NNC(=O)C1CCC(=O)N/N=C\c1ccccc1[N+](=O)[O-] (configuration not stated) | ? | -3% | -1%
O=C(c1ccc(Cn2cc([N+](=O)[O-])cn2)o1)N1CCCC1 | -21% | 8% | 15%
CC1CCCCN1CCCNC(=O)c1nn(C)c2c1CSc1ccccc1-2 (configuration not stated) | 2% | ? | ?
CN(C)C(=O)CSc1nnc(-c2cc(-c3cccs3)nc3ccccc23)o1 | ? | 18µM* | -46%
CCN(Cc1cnn(C)c1)C(=O)c1ccc(OC2CCN(S(=O)(=O)N(C)C)CC2)cc1 | -1% | 1% | -11%
CC(C)(C)c1cc(NC(=O)Nc2ccccc2OC(F)(F)F)no1 | 1% | ? | ?
CC(O)CN1CC(O)=C(c2nc3ccccc3s2)C1=N (configuration not stated) | -10% | -29% | -4%
CC(=O)c1cc(C)ccc1OC(=O)c1cccc2nc(C)oc12 | 2% | -19% | -4%
COc1ccccc1NC(=O)CSCc1cc(=O)n2ccsc2n1 | -1% | 16% | 10%
CCS(=O)(=O)N1Cc2ccccc2CC1C(=O)Nc1nnc(SCc2c(Cl)cccc2Cl)s1 (configuration not stated) | -5% | ? | ?
CC(=O)Nc1ccc(-c2ccnc3c2CC(C)(C(=O)NCc2cccc(Cl)c2)O3)cc1 (configuration not stated) | . | 23µM* | ?
Cn1c(=O)c2c(-c3ccccc3)n(C3CCCCC3)cc2n(C)c1=O | 7% | 9.2µM* | 18µM*
CCOC(=O)c1ccccc1NC(=O)c1cn(CC(C)C)c(=O)c2cc(OC)c(OC)cc12 | 0% | ? | -2%
CCCCOCCCn1c(-c2ccco2)nc2nc3ccccc3nc21 | -24% | 21µM* | ?
COc1ccc(C(=O)NCc2n[nH]c(=S)n2-c2ccccc2)cc1OC | 0% | ? | 3%
CCCCOc1ccc(C(=O)N2CCNC(=O)C2CC(=O)OC(C)C)cc1 (configuration not stated) | -1% | -6% | 6%
Oc1c(N=NC(=S)Nc2ccccc2F)c2ccccc2n1Cc1cccc(Cl)c1 | -6% | 6.5µM* | 6.5µM*
CCc1nc2c(OCC(=O)c3ccc(F)cc3)cccn2c1N(C)C(=O)COc1ccccc1 | . | 21µM* | ?
Cc1ccc(/C=N/n2cnc3sc4c(c3c2=O)CCCC4)o1 | 0% | -18% | -21%
CC(=O)Nn1c(COc2ccccc2C)nc2ccccc2c1=O | -1% | 2% | -2%
CC(C)(C)c1ccccc1NC(=O)NC1CCN(Cc2c(F)cccc2Cl)CC1 | -7% | -7% | 7%
Nc1ncnc2c1ncn2[C@@H]1O[C@H](CNCc2cccc(C#Cc3ccccc3)c2)[C@@H](O)[C@H]1O | -4% | ? | 15µM*
Cc1nn(-c2ccccc2)c(C)c1NC(=O)COc1ccc(C#N)cc1 | -2% | 12µM* | ?
NC(=O)CSc1nnc(NC(=O)C2CC(=O)N(c3ccc(F)cc3)C2)s1 (configuration not stated) | -5% | 21µM* | -2%
O=C(NNC(=O)C1CCN(c2ncccn2)CC1)c1ccccc1 | -1% | -10% | -3%
CC1CC(C)CN(S(=O)(=O)c2ccc(C(=O)N(C)Cc3ccccc3)cc2)C1 (configuration not stated) | -4% | 21µM* | ?
Cc1cc(C)nc(NNC(=O)NC2CCCCC2)n1 | -5% | -8% | ?
CCCSCCCNC(=O)c1ccc2c(c1)sc1nc(-c3ccc(OCC)cc3)cn12 | 1% | ? | ?

# Going on with the list.
# Screens in order: GCN5L2 inh | TDP1 cell noCPT | TDP1 cell CPT
- OC1(c2cccnc2)CCN(Cc2ccc3c(c2)CN(Cc2cc(F)ccc2F)CCO3)CC1
  . | ? | 9%[9.04 µM]
- O=C(CCNC(=O)c1ccc(Cl)cc1)NCCC1=CCCCC1
  1% | ? | -9%
- Cc1cccc(C=CC(=O)c2ccc(Cl)cc2)c1
  . | 13µM* | ?
- O=C(OCC1OC(n2cnc3c(N(C(=O)c4ccccc4)C(=O)c4ccccc4)ncnc32)C(O)C1F)c1ccccc1 (configuration not stated)
  -8% | ? | ?
- COc1cc(OC)c(CN2CCC(Cc3ccccc3)CC2)cc1Br
  -13% | ? | ?
- COc1ccc(-c2nc(CS(=O)CC(=O)NCCCN3CCOCC3)c(C)o2)cc1OC (configuration not stated)
  3% | -29% | ?
- O=C1C(Cc2ccccc2O)NC(=S)N1c1ccccc1 (configuration not stated)
  17% | -17% | -20%
- O=C(Cn1nnc(-c2ccncc2)n1)Nc1ccc2c(c1)CCC2
  -5% | -27% | -18%
- COC(=O)c1ccc(NC(=O)CCNS(=O)(=O)c2cccc3nsnc23)cc1
  -5% | -2% | -6%
- Cc1c(NC(=O)/C=C/c2cn(-c3ccccc3)nc2-c2ccc(F)cc2)c(=O)n(-c2ccccc2)n1C
  -12% | ? | 15µM*
- O=C(NCCc1ccccc1)C1CC(=O)N(CCc2ccccc2)C1 (configuration not stated)
  -1% | -3% | 1%
- COC(=O)[C@H](C)NC(=O)Nc1ccc(Oc2ccccc2)cc1
  -2% | 6.3µM* | ?
- Cc1cc(C)cc(C(=O)NC(=S)Nc2ccc3c(c2)OCCO3)c1
  1% | ? | 16µM*
- O=C(CCNC(=O)c1ccc(Br)cc1)NC1CCCc2ccccc21 (configuration not stated)
  4% | -14% | -15%
- Cc1c(Br)cc(C(=O)NC2CCCCC2)c(C)c1C
  -25% | -29% | ?
- CCOC(=O)C[C@@H]1OC2CCCCC2N1S(=O)(=O)c1ccc(C)cc1 (some centres not stated)
  . | ? | 26µM*
- CN(CC(=O)Nc1ccccc1Cl)CC(=O)Nc1cccc2ccccc12
  -1% | ? | ?
- COc1ccc(-c2noc(CCC(=O)Nc3ccc4c(c3)OCCO4)n2)cc1
  -3% | 15µM* | 16µM*
- COc1ccc(CC(=O)Nc2nnc(C(C)C)s2)cc1OC
  -4% | 1% | -1%
- CCOC(=O)CCCCCC(=O)Nc1ccc2c(c1)C(=O)N([C@H](C)CO)C[C@H](C)[C@@H](CN(C)C(=O)Nc1ccccc1)OCCCC[C@@H](C)O2
  . | ? | ?
- CCOC(=O)c1c(C#N)cnn1-c1ccc(C)cc1
  0% | -5% | -1%
- CCc1ccc(S(=O)(=O)N2CCN(c3ccccc3OC)CC2)cc1
  -18% | 12% | 14%
- CCOC(=O)C1=C(COC(=O)/C=C/c2ccc(O)c(OC)c2)NC(=O)NC1C (configuration not stated)
  -5% | ? | ?
- CCN(CC)S(=O)(=O)c1ccc(NC(=O)C2c3ccccc3Oc3ccccc32)cc1
  -10% | 16µM* | 23µM*
- CCN(c1cc(C)cc(C)c1)S(=O)(=O)c1nnc(NC(=O)C2CCCCC2)s1
  -6% | 12µM* | 21µM*
- COc1ccc(C2=NOC(Cn3c(Cc4ccc(Cl)cc4)nc4c3c(=O)n(C)c(=O)n4C)C2)cc1 (configuration not stated)
  -1% | 23µM* | 26µM*
- CCNC(=O)N(C)c1c(CC)nc2ccc(C(=O)Nc3cccc(OCC(=O)N(C)C)c3)cn12
  . | -6% | -3%
- Cc1cccc(-n2c(SCC(=O)O)nc3sc4c(c3c2=O)CCC4)c1
  -1% | -4% | 0%
- CN(C)c1ccc(C=NC(CO)C(O)c2ccc([N+](=O)[O-])cc2)cc1 (configuration not stated)
  -6% | -21% | 3%
- C/C(=N/Nc1ccc(C(=O)O)cc1)c1ccc2c(c1)Nc1ccccc1S2
  . | -1% | -8%
- COC(=O)/C=C/c1ccc(OC(=O)c2ccncc2)cc1
  3% | -9% | -8%
- Cc1ccnc(N=Cc2nc(-c3ccccc3Br)oc2O)c1
  -12% | -3% | 7%
- CCN(CC(=O)Nc1ccc(NC(C)=O)cc1)C(=O)c1cc(-c2ccccc2Cl)nc2ccccc12
  . | 15µM* | ?
- CCOC(=O)N1CCC(NC(=O)c2cc3c(-c4ccccc4F)nn(C)c3s2)CC1
  1% | 8.2µM* | 13µM*
- C=CC[N+]1(CC(=O)NCc2ccc(NC(C)=O)cc2)CCOCC1
  -10% | 7% | 4%
- CCCCN(C(=O)c1oc2ccc(OCC)cc2c1C)c1c(N)n(CCCC)c(=O)[nH]c1=O
  0% | ? | -13%
- C=CCN1c2ccccc2C(=O)C(C)S1(=O)=O (configuration not stated)
  -1% | -5% | 1%
- Cc1ccccc1CSc1ncnc2ccccc12
  -13% | ? | -2%
- O=C(NNC(=O)c1cccnc1)Nc1ccc([N+](=O)[O-])cc1
  -1% | 5% | 3%
- CCc1nc2sc3c(c2c(=O)n1NC(=O)CCl)CCCC3
  -2% | ? | 21µM*
- CS(=O)(=O)N(CC(=O)Nc1ccc2c(c1)OCO2)Cc1ccccc1
  -9% | -21% | -27%
- COc1ccc(-c2c(C)nn3c(N4CCC(C(=O)NCCN(C)C)CC4)cc(C)nc23)cc1OC
  -9% | -1% | ?
- O=C(CN1CCN(C(=O)c2cccc(F)c2)CC1)NC1CCCCC1
  -14% | -15% | -10%
- O=C(CSC1=Nc2ccccc2N=C(c2ccc(F)cc2)C1)Nc1ccccc1
  -12% | ? | ?
